# High-throughput results as filed in PubChem BioAssay.
# OX1R antag-1: antagonists of human orexin 1 receptor. inhibition, % at 5 µM. AID 434989. 330,000 compounds, 0.43% hits. O43613. CHO/OX1R cells, Fluo-8 calcium fluorescence, orexin A;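 active = inhibition above its plate's threshold, mean inhibition of all tested compounds on the plate plus 3 SD, cut at about 37% in these data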;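 also: 0% = orexin A challenge wells and 100% = SB-334867-A antagonist wells; not every result past the cut was called active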
# Target sequence (O43613 whole entry, looked up): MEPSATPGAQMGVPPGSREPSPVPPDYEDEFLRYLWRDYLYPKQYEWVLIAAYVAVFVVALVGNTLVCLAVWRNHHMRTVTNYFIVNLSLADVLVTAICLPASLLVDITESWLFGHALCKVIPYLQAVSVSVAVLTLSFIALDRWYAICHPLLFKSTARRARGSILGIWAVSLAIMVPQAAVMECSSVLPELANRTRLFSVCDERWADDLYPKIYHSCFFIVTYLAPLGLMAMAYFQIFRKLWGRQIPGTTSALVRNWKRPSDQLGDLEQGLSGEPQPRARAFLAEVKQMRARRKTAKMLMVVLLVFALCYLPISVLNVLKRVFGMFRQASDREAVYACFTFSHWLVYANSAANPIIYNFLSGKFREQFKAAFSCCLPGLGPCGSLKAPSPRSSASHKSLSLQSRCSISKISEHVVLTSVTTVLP
# OX1R antag-2: antagonists of human orexin 1 receptor (OX1R); O43613; OX1R-expressing cells, FRET antagonist read-out; inhibition, % at 6.6 µM; 330,000 compounds, 1.8% hits; AID 485270; in the data active = inhibition mostly above about 38%, no sharp cut-off; inactive = mostly below about 40%;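 also: 0% = agonist challenge alone and 100% = reference antagonist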
# CHT PAM: allosterically activates the human high affinity choline transporter; Q9GZV3; CHT-expressing cells, membrane potential dye, choline EC20; stronger effect = higher value; LV-AA mutant CHT in HEK293 cells; B-score at 10 µM; 310,000 compounds, 0.49% hits;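 active = initial fluorescence not abnormally high and integrated response B-score, plate-corrected, over 3 SD above library mean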
# Target sequence (Q9GZV3 whole entry, looked up): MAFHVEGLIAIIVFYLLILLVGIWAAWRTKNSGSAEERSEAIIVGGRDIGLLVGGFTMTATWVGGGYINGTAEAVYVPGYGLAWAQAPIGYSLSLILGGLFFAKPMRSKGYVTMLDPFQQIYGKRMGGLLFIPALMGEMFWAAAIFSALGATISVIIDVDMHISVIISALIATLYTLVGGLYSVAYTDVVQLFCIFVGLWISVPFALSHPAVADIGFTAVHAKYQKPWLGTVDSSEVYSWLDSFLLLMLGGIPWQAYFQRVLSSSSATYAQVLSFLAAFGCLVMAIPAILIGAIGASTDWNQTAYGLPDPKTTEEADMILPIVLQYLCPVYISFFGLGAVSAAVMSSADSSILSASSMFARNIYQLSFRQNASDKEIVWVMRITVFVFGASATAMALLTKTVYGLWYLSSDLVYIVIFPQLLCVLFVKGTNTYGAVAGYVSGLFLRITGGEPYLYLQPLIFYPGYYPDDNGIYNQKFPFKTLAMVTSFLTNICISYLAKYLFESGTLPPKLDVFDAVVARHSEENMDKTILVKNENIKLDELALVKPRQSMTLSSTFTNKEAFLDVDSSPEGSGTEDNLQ
# * = called active by the depositor; i = inactive; . = no result given.
# Each structure is followed by: OX1R antag-2 | OX1R antag-1 | CHT PAM
- O=[N+]([O-])c1cc(Cl)ccc1N1CCCCC1
  15 | -11 | i
- Cc1ccccc1-c1nnc(SCC(=O)Nc2c(C)n(C)n(-c3ccccc3)c2=O)o1
  3 | -11 | i
- Cc1ccc(S(=O)(=O)c2c(C)cc(-c3ccccc3)[nH]c2=O)cc1
  26 | -18 | i
- CC(C)COc1ccc(C(=O)N/N=C/c2ccoc2)cc1
  44 | -21 | i
- Cc1cc(=O)n(C)c(=O)n1CCCCCCN1CCCC1
  14 | -56 | i
- Cn1cccc1C(C#N)c1cccc(F)c1C#N (centres undefined)
  10 | -22 | i
- O=C(Nc1ccccc1C(F)(F)F)NC1CCCCC1
  30 | -11 | i
- CSc1ccccc1NC(=O)Cn1nnc(-c2ccc(S(C)(=O)=O)cc2)n1
  8 | -15 | i
- COc1ccc(-n2c(SC3CCOC3=O)nc3ccccc3c2=O)cc1OC (centres undefined)
  5 | -14 | i
- Cc1ccsc1/C=C1/SC(=O)N(CC(=O)N2CCCC2)C1=O
  21 | -18 | i
- Cc1nnc(SCc2ccccn2)n(N)c1=O
  -11 | -6 | i
- C=CCn1c(SCC(=O)c2cccs2)nc2sc(C)c(C)c2c1=O
  45 | 22 | i
- N=C1C(c2nc3ccccc3c(=O)[nH]2)=C(O)CN1CCc1ccccc1
  8 | 0 | i
- COc1cccc(CNC(=O)c2ccc(C)c(S(=O)(=O)N3CCOCC3)c2)c1
  13 | -9 | i
- CCN(CC(=O)NCc1cccs1)S(=O)(=O)c1ccc(F)c(F)c1F
  14 | -13 | i
- c1cc2c(c(NCc3ccncc3)c1)CCCC2
  43 | -20 | i
- Cc1cc(C)c2cc3c(N)c(C(=O)N4CCOCC4)sc3nc2c1
  33 | -38 | i
- COC(=O)c1cc2n(n1)CCN(Cc1ccc(OC)cc1)C2=O
  21 | -6 | i
- C=CCOC(=O)C1=C(C)NC(C)=C(C(=O)OCC=C)C1c1ccco1
  7 | -19 | i
- CCOC(=O)c1sc(NC(=O)c2ccccc2OC)nc1C
  19 | -8 | i
- C/C(=N\N=C1\NC(=O)C(Cc2ccccc2)S1)c1ccccc1 (centres undefined)
  18 | -17 | i
- CCOC(=O)C1=CNS(=O)(=O)NC1c1ccc(C)cc1 (centres undefined)
  9 | -6 | .
- O=CN1CCN(C(C(=O)NC2CCCC2)c2ccc(Cl)cc2)CC1 (centres undefined)
  5 | -13 | i
- Cc1sc(NC(=O)CN(C)C2CCCCC2)nc1-c1ccc2c(c1)CCN2S(=O)(=O)c1ccccc1
  8 | -13 | i
- CS(=O)(=O)N(CC(O)Cn1c2ccccc2c2ccccc21)c1ccccc1 (centres undefined)
  49* | 27 | i
- Cc1cccc2c1N(CCOc1ccccc1Cl)C(=O)C2=O
  22 | -5 | i
- COc1ccc(OCC(O)CON2C(=O)c3ccccc3C2=O)cc1 (centres undefined)
  16 | -12 | i
- COc1cc(-c2nnn(Cc3ccccc3C)n2)cc(OC)c1OC
  9 | -45 | i
- Cc1occc1C(=O)N/N=C/C=C/c1ccccc1[N+](=O)[O-]
  21 | -10 | i
- Cc1ccc(NC(=O)CCCn2nc(C)c3c(C)n(-c4ccccc4)nc3c2=O)cc1C
  7 | -24 | i

# With a hit mark in OX1R antag-2 (from the list above):
Molecule | OX1R antag-2 | OX1R antag-1
CS(=O)(=O)N(CC(O)Cn1c2ccccc2c2ccccc21)c1ccccc1 (centres undefined) | 49* | 27

# Later entries
# Each structure is followed by: OX1R antag-2 | OX1R antag-1 | CHT PAM
- Nc1ccc(Oc2ncccn2)cc1
  9 | -12 | i
- COc1ccccc1CNC(=S)NC1CCCCC1
  19 | -14 | i
- COc1ccc(Cl)cc1NC(=O)C[n+]1ccccc1
  -2 | -12 | i
- COc1ccc2cc(/C(C)=N/NC(=O)c3cc(-c4cccnc4)nc4ccccc34)ccc2c1
  14 | -22 | i
- Cc1ccc(S(=O)(=O)N2CCOCC2)cc1N/N=C(\C#N)c1nc2ccccc2[nH]1
  26 | -13 | i
- CCOC(=O)C1(Cc2ccccc2C(F)(F)F)CCN(C(=O)c2cc(C)n(C)n2)CC1
  17 | -37 | i
- CC1=CC(C)(C)N2C(=O)C3(C(C#N)=C(N)OC4=C3C(=O)CCC4)c3c(C)c(C)cc1c32 (centres undefined)
  19 | -15 | i
- CCC(Sc1nc2n[nH]c(C)c2c(=N)n1-c1cccc(Cl)c1C)C(=O)N(CC)CC (centres undefined)
  6 | -4 | i
- CC(C)CCn1c(COc2ccccc2)n[nH]c1=S
  13 | -19 | i
- COc1ccc(S(=O)(=O)N2CCOCC2)cc1NC(=O)COC(=O)c1[nH]c(C)c(C(C)=O)c1C
  0 | -5 | .
- COc1ccc(C(=O)N/N=C(\C)c2cccc(NC(=O)c3ccc(F)cc3)c2)c(OC)c1
  30 | -25 | i
- O=C1c2ccccc2C(=O)N1CSc1nnc2c3ccccc3n(CCc3ccccc3)c2n1
  5 | -26 | i
- CCCCNC(=O)CC1N=C2c3ccccc3N=C(SCC(=O)Nc3cccc(OC)c3)N2C1=O (centres undefined)
  5 | -5 | i
- CCC(CC)C(=O)OCC(=O)NC12CC3CC(CC(C3)C1)C2
  8 | -21 | i
- COc1ccc(C(C)=O)cc1CSc1nnc(Nc2ccccc2)s1
  21 | -9 | i
- CC(C)(CS(=O)(=O)[O-])NC(=O)CC[N+](C)(C)CCO
  12 | -5 | i
- N#CCCN(CCC#N)C(=O)c1ccc2c(c1)OCO2
  12 | -16 | i
- Cc1cnc(C(=O)NCCc2ccc(S(=O)(=O)NC(=O)NC3CCCCC3)cc2)cn1
  6 | 5 | i
- O=C(Cc1cccc(C(F)(F)F)c1)NCc1ccc(Cl)cc1Cl
  19 | -21 | i
- O=C1CCN(CCc2ccccc2)CCN1CCOc1ccccc1
  6 | -10 | i
- O=C(O)Cc1c[nH]c2ccc(O)cc12
  29 | 10 | i
- CC(C(=O)Nc1ccc(C(=O)O)c(O)c1)N1C(=O)/C(=C\c2ccco2)SC1=S (centres undefined)
  14 | -11 | i
- Cc1onc(-c2ccccc2)c1C(=O)NNC(=O)c1ccccc1O
  15 | -26 | i
- COc1ccc(/C=N/NC(=O)c2cccnc2)cc1COc1ccc([N+](=O)[O-])cc1
  12 | -13 | i
- S=C(CN1CCCC1=S)NCCc1ccccc1
  11 | 1 | i
- NC(=O)N=Nc1c(O)[nH]c2ccc([N+](=O)[O-])cc12
  102* | -19 | i
- CCC(C)C(=O)Nc1nnc(CCc2ccccc2)s1 (centres undefined)
  11 | -38 | i
- NS(=O)(=O)c1cnccc1Nc1ccc(Cl)cc1
  -1 | -6 | i
- O=C(Nc1cccc2ccccc12)c1cnsn1
  15 | -17 | i
- COc1ccc(C(=O)Nc2ccccc2C(=O)NC(Cc2ccc(O)cc2)C(=O)NNC(=O)c2ccncc2)cc1 (centres undefined)
  24 | -8 | i
- CC(/C=C/c1ccccc1)=N\NC(=O)C1CC1(C)c1ccccc1 (centres undefined)
  4 | -31 | i
- CC(=O)NC(c1ccccc1)c1cc(Cl)c2cccnc2c1O (centres undefined)
  9 | -8 | i
- Cn1c(CNC(=O)c2ccccc2F)nnc1SCC(=O)N1CCN(c2ccccc2)CC1
  4 | -15 | i
- CC1CN(Cc2c(O)ccc3c(=O)c(-c4ccccc4Cl)coc23)CC(C)O1 (centres undefined)
  1 | -1 | i
- C=CCn1c(-c2csc(-c3ccc(Cl)cc3)n2)n[nH]c1=S
  17 | -9 | i
- Cc1cc(C)cc(NC(=O)c2ccc(CSc3nnc(C)s3)cc2)c1
  8 | -1 | i
- O=C(NCc1ccco1)C1CCCN(S(=O)(=O)Cc2ccccc2)C1 (centres undefined)
  -1 | -10 | i
- CN(C)C(=O)CCc1ccc2c3c([nH]c2c1)[C@]1(C)[C@@H](C(=O)N2CCOCC2)C[C@H](CC(=O)NCC24CC5CC(CC(C5)C2)C4)C(=O)N1CC3
  1 | -37 | .
- Cc1cc(N2CCOCC2)ccc1/C=C1\SC(=O)N(C(C)C)C1=O
  29 | -28 | i
- Cc1ccc(-n2c(SCc3nnc4n3CCC4)nnc2-c2ccccc2)cc1
  16 | -16 | i
- CC(C)n1c(N2CCCC2)nc2c1c(=O)[nH]c(=O)n2C
  6 | -3 | i
- Clc1ccccc1OCCCOc1cccc2cccnc12
  30 | -38 | i
- Cc1cc(Nc2ccccc2)n(CCOC(=O)COc2ccccc2)n1
  14 | -9 | i
- N#Cc1c(-c2ccco2)cc(C2CC2)nc1N
  7 | -21 | i
- COc1ccc(C(=O)NCc2cnn(C)c2C)cc1OC1CCN(C(C)C)CC1
  11 | -2 | i
- COCCCNC(=O)c1ccc(N2CCOCC2)c(NS(=O)(=O)c2ccc(OC)cc2)c1
  7 | -25 | i
- CCCOc1ccc(S(=O)(=O)NNC(=O)c2cc3ccccc3o2)cc1
  29 | -30 | i
- COC(=O)C1=C(CS(=O)(=O)c2ccc(C)cc2)NC(=O)NC1c1ccc(OC)c(OC)c1 (centres undefined)
  0 | -18 | i
- COC(CNC(=O)c1ccc(Cn2c(=S)[nH]c3cc4c(cc3c2=O)OCO4)cc1)OC
  16 | -10 | i
- CNCCC1Sc2ccccc2Oc2ccccc21 (centres undefined)
  17 | -12 | i
- COc1ccc(NC(=O)CSc2nnc3n2CCCCC3)cc1
  6 | -8 | i
- COCCN(Cc1cc2cc(C)ccc2n2nnnc12)C(=S)Nc1cccc(C)c1
  11 | -10 | i
- CC(C)Cn1c(N)c(C(=O)COC(=O)[C@H](C)NC(=O)c2ccccc2Cl)c(=O)n(C)c1=O
  16 | 3 | i
- CSc1ccc(/C=C2\C(=N)N3N=C(CC(=O)N4CCCCC4)SC3=NC2=O)cc1
  -2 | -1 | i
- N#Cc1cccc(NC(=O)C2SC(=Nc3ccccc3)C(C(=O)N3CCOCC3)=C2N)c1 (centres undefined)
  10 | -12 | i
- COc1ccc(NC(=O)COC(=O)CCCC2=NS(=O)(=O)c3ccccc3N2)cc1
  6 | 3 | i
- COc1ccc(OCCSc2nc3ccccc3n2CC(=O)O)cc1
  27 | -4 | i
- Cn1ncc2c(N3CCN(c4ccccc4F)CC3)ncnc21
  7 | -11 | i
- Nc1c(C(=O)CSc2nccn2-c2cccc(F)c2)c(=O)[nH]c(=O)n1C1CC1
  1 | -6 | .
- CC(C)c1ccc(NC(=O)c2cccnc2)cc1
  14 | -4 | i

# Quoted from the listing:
# OX1R antag-2 result of N#Cc1c(-c2ccco2)cc(C2CC2)nc1N : 7
# OX1R antag-2 result of Cn1ncc2c(N3CCN(c4ccccc4F)CC3)ncnc21 : 7
# OX1R antag-1 result of C=CCn1c(-c2csc(-c3ccc(Cl)cc3)n2)n[nH]c1=S : -9
# OX1R antag-2 result of CCCOc1ccc(S(=O)(=O)NNC(=O)c2cc3ccccc3o2)cc1 : 29
# OX1R antag-1 result of CC(=O)NC(c1ccccc1)c1cc(Cl)c2cccnc2c1O (centres undefined) : -8

# Single records (already shown). Order of values: OX1R antag-2, OX1R antag-1, CHT PAM
# Entry for CSc1ccc(/C=C2\C(=N)N3N=C(CC(=O)N4CCCCC4)SC3=NC2=O)cc1 → -2, -1, i
# Entry for Cc1cc(N2CCOCC2)ccc1/C=C1\SC(=O)N(C(C)C)C1=O → 29, -28, i

# Going on with the list:
# Each structure is followed by: OX1R antag-2 | OX1R antag-1 | CHT PAM
- CCOC(=O)c1ccc(NC(=S)N(CCCN(CC)CC)Cc2ccco2)cc1
  4 | -10 | i
- S=C(Nc1ccccc1)Nc1nc2ccccc2n1CCOc1ccc(Cl)cc1
  12 | -13 | i
- CCCCc1nc(NCCN)c(C#N)c2c1CSC(C)(C)C2
  -2 | -14 | i
- C/C(=N\NC(=S)Nc1ccccc1)C1Cc2ccccc2C(=O)O1 (centres undefined)
  17 | -11 | i
- O=C(COC(=O)c1ccc(Br)o1)Nc1ccc(Br)cc1
  -3 | -2 | .
- CCCCNC(=O)C(=O)NCC1CCCN1S(=O)(=O)c1cccs1 (centres undefined)
  20 | -15 | i
- Cn1nc(C(=O)Oc2cc(=O)n(C)c3ccccc23)c2ccccc2c1=O
  5 | -24 | i
- Cc1ccc(-c2csc3ncn(C(C)C(=O)O)c(=O)c23)cc1 (centres undefined)
  2 | -10 | i
- NC1=NC[C@@H](CC2CCCCC2)N1CCc1cc(C(F)(F)F)cc(C(F)(F)F)c1
  -3 | -13 | .
- O=S(=O)(c1ccc(F)cc1)N1CCN(c2ccccn2)CC1
  19 | -2 | i
- O=C1C2CCCCN2C(=O)N1CCCCN1CCN(c2ccc([N+](=O)[O-])cc2)CC1 (centres undefined)
  36 | -1 | i
- COc1cccc(NC(=O)CC2COc3ccccc3O2)c1 (centres undefined)
  14 | -15 | i
- CCOC(=O)/C(C#N)=C1\SS/C(=C(/C#N)C(=O)OCC)S1
  13 | -18 | i
- S=c1[nH]nc(-c2ccc(Cl)cc2Cl)n1-c1ccc2c(c1)OCCO2
  7 | -6 | i
- CCOc1cc(C)c(S(=O)(=O)NCc2ccccn2)cc1C
  24 | 11 | i
- COCC(=O)N1CCC(Oc2ccc(C(=O)NCCc3ccncc3)cc2)CC1
  10 | -9 | i
- CCn1c(=O)c2c(nc(SCC(=O)NC3CCCC3)n2C)n(C)c1=O
  8 | -8 | i
- Cc1cc(C)c2c(NC(=S)Nc3ccccc3)n[nH]c2n1
  6 | -27 | i
- CC(NC(=O)c1noc2c1CCCC2)c1ccccc1 (centres undefined)
  -5 | -17 | i
- COc1ccc(NC(=O)CN(CC(=O)Nc2ccc(OC)cc2)C(C)(C)CO)cc1
  16 | -12 | i
- CNC(=O)c1c(NC(=O)c2cc(-c3cc(C)c(C)cc3O)n[nH]2)sc2c1CCCC2
  11 | -13 | i
- CC(C)C(=O)Nc1cccc(NC(=O)c2cc3ccccc3o2)c1
  28 | -33 | i
- CC(O)CNc1nc2ccccc2n1CC(=O)NCC(F)(F)F (centres undefined)
  5 | -9 | i
- CCCCN1C(=O)/C(=C/C=C2/CC(C)(C)CN2C)SC1=S
  29 | 46* | i
